L major viab – reduces viability of Leishmania major promastigotes; resazurin fluorescence viability; inhibition, % at 10 µM; actives 9% (n = 200,000); in the data active means inhibition above about 50%;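 further: promastigotes grown with compound for 44 hours at 28 °C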
S1P3 antag – antagonists of human S1P3 receptor. Q99500. inhibition, % at 4.98 µM. CHO S1P3 NFAT-BLA reporter, FRET fluorescence, antagonist mode. actives 0.27% (n = 170,000);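 active means inhibition above the plate cutoff, the mean inhibition of test wells on that plate plus 3 SD, cut at about 28% in these data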;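 further: cells challenged with S1P at its EC80 of 0.8 µM; blue over green emission ratio from cleaved BLA substrate after 4 h stimulation; 0% = S1P-stimulated wells and 100% = unstimulated DMSO-only wells; some compounds past the cut are filed as inactive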
Target sequence (Q99500 whole entry, looked up): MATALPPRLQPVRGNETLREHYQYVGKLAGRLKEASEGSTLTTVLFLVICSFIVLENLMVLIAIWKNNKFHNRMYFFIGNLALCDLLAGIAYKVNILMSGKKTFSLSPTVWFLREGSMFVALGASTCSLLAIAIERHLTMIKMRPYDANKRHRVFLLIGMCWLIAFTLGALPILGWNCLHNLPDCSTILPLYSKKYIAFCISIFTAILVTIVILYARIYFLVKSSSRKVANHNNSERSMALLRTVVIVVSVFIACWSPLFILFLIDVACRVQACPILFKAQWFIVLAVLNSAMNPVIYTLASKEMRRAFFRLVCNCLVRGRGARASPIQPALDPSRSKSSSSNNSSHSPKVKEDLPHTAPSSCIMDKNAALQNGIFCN
PMI act – phosphomannose isomerase (human) activation. purified human PMI, coupled resazurin fluorescence, 20 min; stronger effect = higher value; 1 = vehicle control, 0 substrate-free wells. actives 0.005% (n = 190,000). activation factor at 20 µM;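 active means activation factor of 2 or more at 20 µM, relative to plate controls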
Target sequence (P34949 whole entry, looked up): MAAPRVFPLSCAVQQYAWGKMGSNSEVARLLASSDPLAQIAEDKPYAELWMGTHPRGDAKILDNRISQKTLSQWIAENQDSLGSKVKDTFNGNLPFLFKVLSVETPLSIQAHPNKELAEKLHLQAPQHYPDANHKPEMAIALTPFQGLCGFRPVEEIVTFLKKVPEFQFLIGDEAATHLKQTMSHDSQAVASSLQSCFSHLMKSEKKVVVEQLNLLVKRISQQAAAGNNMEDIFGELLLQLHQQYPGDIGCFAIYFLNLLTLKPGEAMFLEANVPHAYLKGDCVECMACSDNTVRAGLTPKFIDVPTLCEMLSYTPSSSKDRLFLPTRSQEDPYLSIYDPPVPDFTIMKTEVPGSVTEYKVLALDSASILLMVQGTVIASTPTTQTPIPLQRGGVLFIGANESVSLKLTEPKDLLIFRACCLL
Hsp70 activator – Hsp70 transcriptional activation, primary screen. HeLa Hsp70 promoter luciferase reporter, luminescence; scaled: vehicle 0, proteasome-inhibitor control 100%. activation, % at 10 µM. actives 0.04% (n = 200,000);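 active means activation above the mean across all tested compounds plus 3 SD, cutoff set per campaign, cut at about 5.5% in these data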;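 further: 100% = MG132 at 30 µM as the positive control and 0% = DMSO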
HMGR II inh – E. faecalis class II HMG-CoA reductase inhibition. purified E. faecalis HMGR, NADPH absorbance 340 nm kinetic. inhibition, % at 10 µM. actives 0.41% (n = 190,000);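 active means inhibition above a set limit, the median over all tested compounds plus 3 SD, cut at about 9.5% in these data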;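 further: enzyme runs in reverse so mevalonate oxidation gives rising NADPH absorbance; 0% = complete reaction with DMSO and 100% = background rate lacking mevalonate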
TNAP inh noacc – blocks human TNAP activity with no phosphate acceptor present; AID 1012; P05186; inhibition, % at 20 µM; actives 0.26% (n = 200,000); purified TNAP, CDP-star luminescence, 30 min;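 active means tissue-nonspecific alkaline phosphatase inhibition above about 50% at 20 µM in the single-dose screen, limit read from the data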;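 further: 0% = DMSO negative control and 100% = EDTA positive control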
DTT redox prof – compounds producing H2O2 with reducing agent – biochemical, NIH compound library profiling, artefact control for MLSCN library redox annotation, primary screen; activation, % at 10 µM; DTT-dependent redox cycling H2O2, phenol red/HRP absorbance; 100% = 100 µM peroxide control, 0% = buffer; AID 878; actives 0.03% (n = 200,000);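 active means activation of at least 50% relative to the plate's high and low controls in the primary single-dose screen; inactive means activation below 50%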;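 further: compound incubated with DTT at 0.8 mM final as the reducing agent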
TNAP inh hi DEA – inhibitors of human TNAP at high phosphate acceptor concentration; AID 1135; purified TNAP, CDP-star luminescence, 1 M DEA; inhibition, % at 20 µM; actives 0.03% (n = 200,000); P05186;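 active means over 50% inhibition of tissue-nonspecific alkaline phosphatase at 20 µM in the single-dose screen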;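 further: plate controls were DMSO wells for no effect and EDTA-quenched wells as full inhibition for full effect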
RAM inhibit – yeast RAM network inhibition. S. cerevisiae dse1pr::URA3 reporter, 5-FOA growth OD615, 2 d; analog-sensitive cbk1-as2 kinase mutant strain. inhibition, % at 50 µM. actives 1.8% (n = 190,000);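 active means inhibition above a set limit, 3 SD over mean compound inhibition, cut at about 8.4% in these data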;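 further: 0% = DMSO-only wells with no growth and 100% = 10 µM 1-NA-PP1 full growth; inhibition rescues growth on 5-FOA so higher OD means more RAM inhibition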
PMI act hi M6P – increases human PMI activity with near-saturating mannose 6-phosphate; actives 0.34% (n = 190,000); coupled PMI enzyme assay, resazurin fluorescence, 20 min; stronger effect = higher value; 1 = untreated enzyme, 0 = substrate-free blank; AID 1216; P34949; activation factor at 20 µM;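 active means activation factor of 2 or more at 20 µM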
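Material: human phosphomannose isomerase with PGI, G6PDH, diaphorase coupling enzymes. Quantity: 15 ng/mL PMI. Medium: HEPES pH 7.4 buffer with MgCl2 and Tween-20. Reagent: Near-saturating mannose-6-phosphate, 1.0 mM. Compound: 20 µM single dose. Times: enzyme reaction with compound 20 min at room temperature. Detection: resorufin fluorescence at Ex 544/Em 590 nm.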
* hit, by the source's call; . = not tested or not shown. This is a random part of the collection. About 12% of those tested had a hit in this group.

SMILES	L major viab	S1P3 antag	PMI act	Hsp70 activator	HMGR II inh	TNAP inh noacc	DTT redox prof	TNAP inh hi DEA	RAM inhibit	PMI act hi M6P
O=S(=O)(c1cc(Cl)ccc1Cl)N1CCN(Cc2ccc3c(c2)OCO3)CC1	-2	86*	0.9	-0.2	3	-11	-1.3	-2	0.7	1
COc1ccc(-c2noc(CSc3nnc(-c4ccncc4)n3-c3ccc(F)cc3)n2)cc1OC	72*	-17	1	-0.4	-1	-12	2.6	-3	0.1	1
CC(C)Nc1oc(Cc2cccc3ccccc23)nc1C#N	10	-37	0.8	-0.6	1	-5	1.6	0	4.9	0.8
CC(=O)c1ccc(OCC(O)CN2CCN(CCN3C(=O)c4cccc5cccc(c45)C3=O)CC2)cc1 (stereo unspecified)	91*	-8	1.2	0.1	1	1	-0.8	4	1.6	1.2
CN1/C(=C\C=O)C(C)(C)c2ccccc21	11	-12	1.1	-0.4	-1	-14	-0.4	-7	0.1	1
O=C(Nc1ccc(F)cc1)N1CCN(c2ccc3nnc(-c4ccc(F)cc4)n3n2)CC1	12	.	0.9	-0.2	2	-8	-1.0	-1	-0.3	0.8
O=S(=O)(c1ccc2c(c1)OCCO2)N1CCN(Cc2ccc3c(c2)OCO3)CC1	73*	-2	0.8	-0.1	0	-3	1.1	-1	1.1	0.8
NC(N)=Nc1nc(CSCC/C(N)=N/S(N)(=O)=O)cs1	-4	-8	1	-0.4	-5	-3	-0.6	5	1.8	1
Cc1ccc(NC(=O)c2c(C)nn(-c3ccccc3)c2Cl)cc1	2	2	0.8	-0.3	-4	-3	0.2	0	3.8	0.9
CC1CC(C)(C)N2C(=O)C3(Nc4ccccc4S3)c3cccc1c32 (stereo unspecified)	32	.	1	-0.2	0	10	-0.1	-1	1.3	1
c1ccc(Oc2cc(-n3cncn3)ncn2)cc1	-10	-2	1.1	0.1	-2	-10	-0.1	-4	0.3	1.1
CCCc1nc2ccccc2c(=O)n1N	-3	.	0.9	-0.3	-2	-10	0.1	1	0.1	0.9
CCOc1ccc(S(=O)(=O)N(C)c2ccc(OCC(=O)Nc3nc4ccccc4s3)cc2)cc1	33	-2	0.9	-0.4	-5	-16	0.5	-5	0.6	0.9
O=C(COC(=O)c1cccnc1Nc1ccccc1F)NC1CC1	-4	3	0.8	-0.2	-7	1	-0.1	3	4.0	0.8
O=C1NC(=S)SC1=C1CCCCCC1	-10	24	1	-0.6	-2	-7	-0.2	-2	-0.5	0.9
Cc1ccc(N(CCCCN2C(=O)c3ccccc3C2=O)C(=O)c2cccc([N+](=O)[O-])c2)cc1	-4	.	0.8	-0.1	1	-6	0.1	-3	7.9	0.9
O=C(CSCc1c(Cl)cccc1Cl)Nc1ccccc1-c1ccccc1	5	6	0.9	-0.3	2	-24	0.0	-5	8.2	0.9
Cc1noc(C)c1COc1cccc(C(=O)OC(C)C#N)c1 (stereo unspecified)	1	-17	1	0.1	4	-7	-2.0	-5	0.6	1
CC1=C(C)CC(C(=O)Nc2cccc([N+](=O)[O-])c2)C(C(=O)O)C1 (stereo unspecified)	67*	10	1	-0.1	-5	-4	3.6	-3	2.2	0.9
COc1cc(OC)c(OC)cc1/C=N/NC(=O)c1cc(-c2cccn2C)n[nH]1	2	.	0.9	0.1	0	85*	-8.3	10	1.5	0.9
Cc1nc2sc(C(c3ccccc3)N3CCC(O)CC3)c(O)n2n1 (stereo unspecified)	-5	-14	1	0.7	2	-7	0.9	0	1.9	1.1
CCCOC(=O)c1c(-c2ccc(C)cc2C)csc1NC(=O)C1C2CCC(O2)C1C(=O)O (stereo unspecified)	-3	12	1	-0.1	-4	1	0.1	0	3.5	0.8
CCS(=O)(=O)c1ccc(Sc2nncn2C)c([N+](=O)[O-])c1	4	-16	1	-0.4	-5	-3	-1.3	-2	2.2	1
Cc1cc(=O)[nH]c(SCC(=O)N2CCCCCC2)n1	17	-7	0.9	0.4	-1	-6	-0.2	2	0.3	0.9
CCCCn1c(=O)nc2n(-c3ccc(Cl)cc3)c3ccccc3cc-2c1=O	-7	-15	1.5	-0.3	1	-10	0.1	-4	7.8	1.5
O=C(Nc1ccccc1-c1ccccc1)c1cc(C(F)(F)F)cc(C(F)(F)F)c1	-4	8	1	-0.3	-8	7	0.6	2	7.2	1
CCn1c(SCC(=O)Nc2cc(F)ccc2C)nnc1-c1ccccc1O	7	-25	0.8	-0.2	-5	-4	0.5	0	1.9	0.9
O=C(NNS(=O)(=O)c1ccc(F)c(Cl)c1)c1cccc(S(=O)(=O)N2CCOCC2)c1	-2	10	1	-0.3	-4	0	-0.5	4	1.2	1.1
O=C(CC12CC3CC(CC(C3)C1)C2)NC(Cc1ccccc1)C(=O)O (stereo unspecified)	-6	-1	1.2	0.0	2	-8	0.3	-6	1.9	1.1
Cc1ccc(S(=O)(=O)N2CCN(c3ncnc4c3cnn4-c3ccccc3)CC2)cc1	-2	-8	1	-0.1	-4	-9	4.7	-5	1.6	1
COc1ccc([N+](=O)[O-])cc1NC(=O)COC(=O)C1CC1	-6	-16	1	-0.3	-8	3	-1.5	-3	2.0	1.1
CN(C)c1ccnc(-n2cccc2/C=N/OCc2cccc(F)c2)c1C#N	1	.	0.9	-0.2	-5	-3	-0.1	-2	1.1	0.9
CCCOc1ccccc1NC(=O)c1c(-c2ccccc2)noc1C	17	20	0.9	0.2	-6	-15	-0.2	1	0.3	0.9
CCCCSc1nnc([C@H](CC(C)C)NC(=O)OC(C)(C)C)o1	76*	10	0.9	0.1	-7	-7	2.2	-6	16*	0.9
COc1ccc(-c2[nH]ncc2CN2CCC(N3CCSCC3)CC2)cc1F	-5	-2	.	-0.2	-3	26	-0.8	-10	-0.5	.
COc1ccc2[nH]cc(CCNS(=O)(=O)c3ccc(F)cc3)c2c1	1	-1	0.8	-0.3	1	-7	-0.7	-6	1.0	0.7
CCO/N=C/C(=O)Nc1ccc(F)cc1F	-8	6	1.1	0.1	-2	-3	-0.9	-1	-1.0	1.1
Cn1nnnc1SC(C(=O)Nc1cccc(C(F)(F)F)c1)c1ccccc1 (stereo unspecified)	62*	3	0.8	-0.5	2	-10	-0.2	3	6.8	0.8
CSC1=NCCN1C(=O)c1cccs1	6	-18	0.9	-0.3	-1	-10	-1.4	-5	-0.6	0.9
CNC(=S)N/N=C/c1cccc(OCc2ccccc2F)c1	39	-1	0.9	-0.1	-3	-6	-0.6	-3	2.2	0.9

Ordered by value in TNAP inh noacc (lowest first): three of the compounds above.
structure	S1P3 antag	PMI act	Hsp70 activator	HMGR II inh	TNAP inh noacc	DTT redox prof	TNAP inh hi DEA	RAM inhibit	PMI act hi M6P
CSC1=NCCN1C(=O)c1cccs1	-18	0.9	-0.3	-1	-10	-1.4	-5	-0.6	0.9
Cc1ccc(S(=O)(=O)N2CCN(c3ncnc4c3cnn4-c3ccccc3)CC2)cc1	-8	1	-0.1	-4	-9	4.7	-5	1.6	1
COc1ccc2[nH]cc(CCNS(=O)(=O)c3ccc(F)cc3)c2c1	-1	0.8	-0.3	1	-7	-0.7	-6	1.0	0.7

Carrying on.
SMILES	L major viab	S1P3 antag	PMI act	Hsp70 activator	HMGR II inh	TNAP inh noacc	DTT redox prof	TNAP inh hi DEA	RAM inhibit	PMI act hi M6P
COc1ccc(CCNC(=O)C(=O)Nc2ccc3c(c2)OCCO3)cc1OC	-6	-9	0.9	0.2	-2	-2	0.1	-7	3.2	1
Cc1cccc(C)c1-n1c(C)nn(-c2ncc(C(F)(F)F)cc2Cl)c1=O	-2	5	0.9	0.2	1	-8	-0.2	-6	-1.0	1
COc1cccc(NC2=CC(=O)CC(C)(C)C2)c1	-5	.	1	0.1	0	-5	-0.2	-4	-1.1	1
COc1ccc(N2C(=O)C(CC(=O)Nc3ccccc3)N(Cc3ccccn3)C2=S)cc1 (stereo unspecified)	23	2	1	0.1	0	-12	-0.9	-6	0.2	1
Cc1c(N(C)C(=O)c2ccco2)c(=O)n(-c2ccccc2)n1C	-4	-10	0.9	0.0	1	-8	8.7	1	1.1	0.9
COc1ccc(-n2c(Cn3c(=O)sc4ccccc43)nnc2SCC(=O)N2CCCCC2)cc1	-3	-10	1	-0.4	1	-7	-1.2	-2	-1.1	0.9
CCOC(=O)c1cnc(-n2nc(C)cc2C)nc1NNc1cc(C)nc(-c2ccccc2)n1	100*	6	1	-0.2	-2	-144	-0.1	9	9.8*	1.1
Cc1sc(NC(=O)CSc2nnc(CCNC(=O)c3cccs3)n2C)nc1-c1ccccc1	-7	.	1	-0.1	-6	2	3.2	-5	4.8	0.9
COc1ccc(C(=O)N/N=c2\oc3ccccc3cc2C(N)=O)cc1	10	0	1.1	-0.1	-3	9	-0.8	10	1.9	1.1
CC(C)[N+](C)(CCOC(=O)C1c2ccccc2Oc2ccccc21)C(C)C	-4	-3	1.1	-0.4	-6	-12	-0.4	-2	-0.6	1.2
O=C(Cc1ccc(-c2ccccc2)cc1)NCc1ccccc1	-2	14	0.9	0.4	0	2	0.2	-5	2.6	1
COc1cccc2sc(Nc3nnc(-c4cccs4)o3)nc12	96*	14	1.3	0.3	-6	-12	2.1	-6	0.5	1.2
CCc1ccccc1NC(=O)c1ccc(Cn2cc([N+](=O)[O-])cn2)cc1	40	-3	1	0.1	1	-12	-0.3	-3	0.5	1.1
Cc1cc(S(=O)(=O)Nc2ccc3ccccc3c2)c(C)s1	7	.	0.8	-0.4	1	-5	0.1	2	9.2*	0.9
O=c1cc(CNC2CCCCC2)c2ccccc2[nH]1	-1	-25	1	-0.2	0	-10	1.7	-2	1.5	1
CCN(CC)S(=O)(=O)c1ccc(NCC2COc3ccccc3O2)c([N+](=O)[O-])c1 (stereo unspecified)	5	21	0.8	-0.4	0	11	2.7	6	17*	0.8
CC(=O)Nc1c(C(=O)N2CCN(c3ccccn3)CC2)cnn1-c1ccc(C)cc1	-6	2	0.9	-0.4	-1	-4	-0.2	-4	0.5	0.8
CC1CCCCC1NS(=O)(=O)c1ccc(S(=O)(=O)N2CCN(CCC#N)CC2)cc1 (stereo unspecified)	0	22	1	0.2	-12	15	-0.2	-3	0.6	1
Cc1ccc(NC(=O)c2ccc(NCCCN3CCOCC3)c([N+](=O)[O-])c2)cc1Cl	99*	7	0.8	-0.3	2	-9	0.8	10	2.3	0.9
Cc1c(Cl)cc(-n2cnnn2)cc1[N+](=O)[O-]	26	-24	1.2	-0.2	1	8	-0.2	-3	1.0	1.1
Cc1cccc(C)c1OCC(=O)N/N=C/c1cc2c(cc1[N+](=O)[O-])OCO2	5	.	1.5	-0.1	-2	4	0.0	2	3.0	1.7
